Assay outcomes: PubChem BioAssay, The Scripps Research Institute Molecular Screening Center
GPR151 activ = activators of human GPR151; PathHunter beta-arrestin GPR151 cells, luminescence; AID 1508602; activation, % at 11.2 µM; 1% of 650,000 active; Q8TDV0; in the data active = activation above about 4.9%;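 note: 0% = median of compound wells and 100% = cells with positive control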
Target sequence (Q8TDV0 whole entry, looked up): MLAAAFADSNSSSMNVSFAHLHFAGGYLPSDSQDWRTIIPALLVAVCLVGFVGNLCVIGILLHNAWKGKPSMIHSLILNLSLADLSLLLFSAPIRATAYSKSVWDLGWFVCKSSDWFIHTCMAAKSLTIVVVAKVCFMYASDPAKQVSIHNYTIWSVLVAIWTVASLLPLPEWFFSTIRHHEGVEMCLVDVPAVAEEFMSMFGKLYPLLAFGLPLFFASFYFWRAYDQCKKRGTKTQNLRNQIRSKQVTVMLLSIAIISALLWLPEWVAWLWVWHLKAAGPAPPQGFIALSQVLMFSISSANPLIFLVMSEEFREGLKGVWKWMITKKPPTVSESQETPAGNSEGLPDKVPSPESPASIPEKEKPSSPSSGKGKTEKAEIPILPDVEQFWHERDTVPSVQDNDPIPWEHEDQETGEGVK
FBW7 act = activators of human E3 ligase FBW7. Q969H0. AlphaScreen FBW7–phospho-cyclin E peptide binding, activator screen. normalized activity (activation), % at 26.1 µM. 0.13% of 650,000 active. AID 1259310; in the data active = normalized activity above about 1.9%;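 note: purified mutant Fbw7 with reduced substrate affinity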
TEAD-YAP block = TEAD-YAP interaction inhibition; HEK-TIYL cells, TEAD-Gal4/YAP UAS-luciferase luminescence; inhibition, % at 9.12 µM; 1.4% of 640,000 active; in the data active = inhibition above about 32%;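 note: 0% = median of test compound wells and 100% = reference inhibitor wells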
MITF primary = blocks human microphthalmia-associated transcription factor | 0.91% of 650,000 active | AlphaScreen MITF homodimerization, bead proximity signal | inhibition, % at 2.6 µM | O75030; in the data active = inhibition above about 50%;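 note: 0% = vehicle wells with protein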
Target sequence (O75030 whole entry, looked up): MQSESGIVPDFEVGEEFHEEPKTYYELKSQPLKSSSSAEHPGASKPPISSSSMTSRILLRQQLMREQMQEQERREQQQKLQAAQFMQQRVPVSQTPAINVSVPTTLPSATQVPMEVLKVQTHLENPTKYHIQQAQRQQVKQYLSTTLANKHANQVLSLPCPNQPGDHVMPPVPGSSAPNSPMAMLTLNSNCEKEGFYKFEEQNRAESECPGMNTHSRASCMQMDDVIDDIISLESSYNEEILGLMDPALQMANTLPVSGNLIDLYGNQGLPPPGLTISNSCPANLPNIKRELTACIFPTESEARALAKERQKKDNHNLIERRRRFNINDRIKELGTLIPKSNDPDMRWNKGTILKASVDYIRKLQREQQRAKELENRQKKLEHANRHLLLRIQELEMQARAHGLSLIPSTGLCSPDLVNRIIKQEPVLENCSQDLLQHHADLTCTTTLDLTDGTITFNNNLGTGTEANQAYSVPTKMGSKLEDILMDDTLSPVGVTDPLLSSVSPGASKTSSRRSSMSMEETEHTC
Starred values were filed as active, the others as inactive.

SMILES	GPR151 activ	FBW7 act	TEAD-YAP block	MITF primary
COc1cccc(-c2cncc(-c3cccc(N)c3)n2)c1	-0.1	-0.2	4.7	11.5
O=[N+]([O-])c1ccc(S(=O)(=O)N(CCO)C2CCCCC2)cc1	0.5	-0.1	-9.6	1.7
CCOc1ccc(-n2c(=O)c(C#N)cc3c(=O)n4cccc(C)c4nc32)c([N+](=O)[O-])c1	0.6	0.3	3.3	11.1
Cc1cccc(NC(=O)c2ccccc2NC(=O)c2cccc(S(=O)(=O)N3CCC(C)CC3)c2)c1	-1.2	0.4	4.2	10.2
CCN1C2=C(C(=O)CCC2)C(c2ccc3c(c2)OCO3)C2=C1CCCC2=O	-0.3	0.1	15.0	37.4
C=CCNC(=O)CN(c1ccc(I)cc1)S(C)(=O)=O	3.0	0.0	12.4	-8.7
C/C(=N\NC(=O)Cc1ccc([N+](=O)[O-])cc1)c1ccc(Br)s1	-2.1	-0.1	1.2	-20.1
O=C(Nc1ccccc1C(F)(F)F)C(c1ccccc1)c1ccccc1	2.0	0.0	5.4	-0.8
CCOC(=O)c1c(NC(=O)Cn2c(=O)cc(C)[nH]c2=O)sc(C(=O)NC)c1C	0.1	0.0	6.9	-3.5
COc1ccccc1C(=O)Nc1nc(-c2ccccc2)c(-c2ccccc2)s1	-0.1	-0.2	-1.3	-0.8
O=C(NCc1cccnc1)c1cccc(Nc2nccc3ccccc23)c1	0.2	0.1	4.0	-40.6
CC1CCc2c(sc(NC(=S)NC(=O)c3ccnn3C)c2C(N)=O)C1 (configuration not stated)	0.2	0.2	3.1	16.5
Cc1ccc(/C=N/NC(=O)CC2N=C(Cc3ccccc3)NNC2=O)cc1 (configuration not stated)	0.7	0.1	5.6	-5.4
C#CCN1C(=O)C(O)(CC(=O)c2ccc(OC)c(OC)c2)c2ccccc21 (configuration not stated)	0.1	0.3	-1.2	-19.8
CC1CC(C)(C)N(C(=O)Cn2cnc3c(cnn3-c3ccccc3)c2=O)c2ccccc21 (configuration not stated)	1.5	0.2	-4.8	-2.4
Cc1nc2cc(C(=O)NC3CCCC3)ccc2n1-c1cccc(F)c1	-0.4	0.0	-5.7	-12.3
CC(C)c1ccc(NC(=O)C2C3C=CC4(O3)C2C(=O)N(C2CCCCCCC2)C4C(=O)NC2CCCCC2C)cc1 (configuration not stated)	1.5	0.0	7.7	-0.9
COc1ccc(C(c2nnnn2C2CCCC2)N2CCN(Cc3ccncc3)CC2)cc1 (configuration not stated)	-1.1	0.0	-9.1	-7.1
COC(C(=O)NCc1nc(-c2cccnc2)n[nH]1)c1ccccc1 (configuration not stated)	0.0	0.1	-8.7	20.1
O=C(c1ccc(Sc2ccc(Br)cc2)c([N+](=O)[O-])c1)N1CCc2ccccc21	3.0	0.2	10.2	1.6
CN(C)CCc1c[nH]c2ccc(CS(=O)(=O)N3CCCC3)cc12	0.6	-0.2	3.6	5.2
COc1ccc(CNC2CC(C)N(C)CC2C)cc1OC (configuration not stated)	1.0	0.1	-2.5	9.3
CCOC(=O)C1(CC2CC2)CCN(C2CCN(Cc3ccccc3)C2)CC1 (configuration not stated)	-0.8	0.1	-9.4	9.3
C1COCCOCCOCCOCCOCCN1	-0.4	-0.1	-6.8	-11.0
CC1(C)CC2CC(C)(CN2C(=O)/C(=C/c2ccco2)NC(=O)c2ccccc2)C1 (configuration not stated)	1.7	0.0	1.1	9.6
O=c1ccc(C(F)(F)F)cn1C(O)C(Cl)(Cl)Cl (configuration not stated)	0.9	0.8	1.4	18.2
CC(C)C(NC(=O)c1ccccn1)c1nnc2n1CCN(Cc1ccsc1)CC2 (configuration not stated)	0.4	0.1	7.8	-2.7
Cc1nc2ccccc2n1Cc1ccccc1F	1.2	0.1	1.4	13.9
COc1cc2[nH]c(=S)nc(NCCCN3CCCCCC3)c2cc1OC	0.3	0.8	-6.1	10.1
C=CCC(=O)N1CCC2(CC1)CC2C(=O)NCc1cccc(C(F)(F)F)c1 (configuration not stated)	0.6	0.2	6.2	-4.3

Not a retest: twelve of the compounds above.
SMILES	GPR151 activ	FBW7 act	TEAD-YAP block	MITF primary
COC(C(=O)NCc1nc(-c2cccnc2)n[nH]1)c1ccccc1 (configuration not stated)	0.0	0.1	-8.7	20.1
O=C(c1ccc(Sc2ccc(Br)cc2)c([N+](=O)[O-])c1)N1CCc2ccccc21	3.0	0.2	10.2	1.6
CN(C)CCc1c[nH]c2ccc(CS(=O)(=O)N3CCCC3)cc12	0.6	-0.2	3.6	5.2
COc1ccc(CNC2CC(C)N(C)CC2C)cc1OC (configuration not stated)	1.0	0.1	-2.5	9.3
CCOC(=O)C1(CC2CC2)CCN(C2CCN(Cc3ccccc3)C2)CC1 (configuration not stated)	-0.8	0.1	-9.4	9.3
C1COCCOCCOCCOCCOCCN1	-0.4	-0.1	-6.8	-11.0
CC1(C)CC2CC(C)(CN2C(=O)/C(=C/c2ccco2)NC(=O)c2ccccc2)C1 (configuration not stated)	1.7	0.0	1.1	9.6
O=c1ccc(C(F)(F)F)cn1C(O)C(Cl)(Cl)Cl (configuration not stated)	0.9	0.8	1.4	18.2
CC(C)C(NC(=O)c1ccccn1)c1nnc2n1CCN(Cc1ccsc1)CC2 (configuration not stated)	0.4	0.1	7.8	-2.7
Cc1nc2ccccc2n1Cc1ccccc1F	1.2	0.1	1.4	13.9
COc1cc2[nH]c(=S)nc(NCCCN3CCCCCC3)c2cc1OC	0.3	0.8	-6.1	10.1
C=CCC(=O)N1CCC2(CC1)CC2C(=O)NCc1cccc(C(F)(F)F)c1 (configuration not stated)	0.6	0.2	6.2	-4.3

Next section.
SMILES	GPR151 activ	FBW7 act	TEAD-YAP block	MITF primary
Cc1noc(C)c1CN1C(=O)C(C)Sc2ccc(C(F)(F)F)cc21 (configuration not stated)	0.3	0.1	7.8	11.1
Cc1ccc2c(c1)N(CC(=O)C(C)(C)C)C(=O)C(C)O2 (configuration not stated)	0.4	0.1	3.4	8.5
CCN(CC)c1ccc2cc(C(=O)NC(C)=O)c(=Nc3cccc4ccccc34)oc2c1	0.6	-0.1	-2.4	-2.8
Cc1ccc(S(=O)(=O)N(CC(=O)N2CCCCCC2)c2cccc([N+](=O)[O-])c2)cc1	1.4	0.0	-3.9	2.5
C=CCNc1nc(C2(C)CC3(CC(COCCC(C)C)OC3=O)C(=O)O2)cs1 (configuration not stated)	-0.4	0.0	5.2	-1.4
N#C/C(=C\c1cn(CC(=O)NCc2ccco2)c2ccccc12)C(=O)NC1CCCCC1	-0.2	0.1	-3.5	-3.6
Fc1ccc(SCCc2ccncc2)cc1	0.1	0.0	12.0	-3.5
COCC(C)NC(=O)c1ccc(-n2ncc3cc(Nc4ccccc4Cl)ccc32)nc1 (configuration not stated)	3.4	0.0	-17.0	-12.7
CCN1CCCC1CNC(=O)Cn1cc2c(n1)-c1c(oc(C(=O)N3CCCC3)c1C)CC2 (configuration not stated)	0.1	-0.1	0.7	-9.9
COc1ccc2c(c1)C=C(CN1CCc3nc(N4CCC(C)CC4)[nH]c(=O)c3C1)CO2	0.4	-0.1	8.5	0.0
O=C1c2ccc([N+](=O)[O-])cc2C(=O)N1CCCO	0.5	0.2	5.3	14.4
Cc1nc2ccc(S(=O)(=O)NC(C(=O)NC3CCCCC3)C(C)C)cc2s1 (configuration not stated)	-0.2	-0.1	3.9	13.9
O=C(NC1CCNCC1)c1ccncc1F	-0.2	-0.2	-6.9	20.3
CC(Oc1cccc(Cl)c1)C(=O)N1CCCCCC1 (configuration not stated)	-1.9	0.4	2.4	-10.2
COc1cc(NC(=O)CN2CCN(S(=O)(=O)c3ccc(F)cc3)CC2)cc(OC)c1	-0.5	-0.1	5.1	-2.7
O=C(N/N=C/c1cc([N+](=O)[O-])ccc1N1CCCC1)c1ccc(Br)cc1	-0.6	0.0	-1.1	-4.6
CC(CCc1ccccc1)NC(=O)c1cccc(F)c1 (configuration not stated)	0.0	0.8	5.6	12.1
O=C(c1cccc([N+](=O)[O-])c1)N1CCCC1	0.5	-0.1	3.7	14.6
COc1ccc(CC2(CCC(=O)N3CC4(C)CC3CC(C)(C)C4)CCC(=O)N2)cc1 (configuration not stated)	-0.3	0.2	-7.5	12.7
COc1ccccc1C(=O)NNC(=O)COc1ccc(-c2ccccc2)cc1	-1.9	0.2	-5.7	-6.5
OC(c1ccccc1)(c1ccccc1)C(F)F	-0.1	0.1	1.6	-4.0
O=C(O)C1C(C(=O)O)C1(c1ccccc1)c1ccccc1 (configuration not stated)	-0.8	0.1	-3.9	-7.0
O=C(Nc1nc(-c2cc3ccccc3oc2=O)cs1)c1ccc(Br)s1	1.3	0.0	-1.6	14.9
COC(=O)C1=C(C)N(CC2CCCO2)C(=O)/C1=C\c1ccccc1OC (configuration not stated)	-1.8	0.2	-5.1	18.9
Nc1nccc(-c2ccc3ncc(C4COc5ccccc5C4)nc3c2)n1 (configuration not stated)	-0.5	-0.4	-15.6	-2.2
COc1cc(C(C)=O)ccc1OCC(O)CNCC1(N2CCCCC2)CCCCC1 (configuration not stated)	-1.6	0.3	2.1	41.7
O=C(Nc1nnc(-c2cccs2)s1)Nc1ccccc1F	1.2	-0.1	-29.4	-0.2
Cc1cc(C(=O)COc2ccc3c(c2)OCO3)c(C)n1Cc1ccco1	-0.6	-0.2	-80.1	11.2
Cn1c(=O)c2c(nc3n(CCc4ccccc4)c(-c4ccc(Cl)cc4)cn23)n(C)c1=O	-0.3	0.0	11.4	-3.3
CC(=O)Oc1ccc(/C=C2N=C(/C=C/c3ccc(C)cc3)OC\2=O)cc1OC(C)=O	0.8	0.4	-0.8	-8.0
Cc1cccc(NC(=O)c2ccc(NC(C)c3ccccc3)c([N+](=O)[O-])c2)n1 (configuration not stated)	-1.1	0.2	-9.4	14.0
O=C1NC(=Nc2ccccc2)S/C1=C/c1cccc(OCc2ccccc2)c1	0.5	0.0	-9.4	-7.4
COc1ccc(CN2CCc3nnc(CCc4ccccc4)n3CC2)cc1OC	1.2	-0.2	7.6	9.3
O=C(O)CC1S/C(=N/N=C/c2cccc([N+](=O)[O-])c2O)NC1=O (configuration not stated)	0.0	-0.7	-8.2	90.8*
Nc1ccc(Cl)c2c1C(=O)c1ccccc1C2=O	1.1	-0.4	13.2	18.3
C/C(=N\NC(=O)c1cnccn1)c1cccs1	-2.3	0.0	-14.1	-365.9
O=C(COc1ccc(S(=O)(=O)N2CCOCC2)cc1)Nc1ccc2c(c1)OCCO2	-0.1	-0.1	11.1	-5.0
Cc1nnc(SCC(=O)Nc2sc3c(c2C(N)=O)CCCC3)s1	-0.3	0.9	8.7	11.7
O=C(COC(=O)c1ccc([N+](=O)[O-])cc1[N+](=O)[O-])c1ccccc1	0.2	-0.3	7.1	-7.3
COC(=O)c1ccccc1S(=O)(=O)N1CCC(C(=O)O)CC1	0.6	0.1	2.2	-3.8
CC(C)CCNCC(=O)NC(c1ccccc1)c1ccccc1	0.3	-0.2	-4.9	11.0
CCCCn1c(=O)c(F)cn(Cc2ccc(OC)c([N+](=O)[O-])c2)c1=O	-1.6	-0.1	-2.1	1.5
CCc1ccc2c(c1)c1nnc(SCC(=O)NCCOC)nc1n2C	-0.2	0.0	-0.8	-9.0
CCC(=O)N(Cc1cccnc1)Cc1cc2cc(OC)c(OC)cc2[nH]c1=O	0.6	-0.1	7.0	7.8
CCOC(=O)C1=C(c2ccccc2)N=c2s/c(=C\c3ccc(-c4cccc(C(F)(F)F)c4)o3)c(=O)n2C1c1cccc(OC)c1 (configuration not stated)	1.0	-0.1	-4.2	-8.0
CCCN(CCC)C1=C(C(=O)c2ccccc2)NS(=O)(=O)c2ccccc21	0.0	-0.1	-3.4	-5.7
C=CCOc1ccc(CNc2cccc(C(=O)O)c2)cc1OC	1.5	-0.2	3.8	-2.0
NC(=O)c1cc(NC(=O)c2cccc([N+](=O)[O-])c2)ccc1N1CCCCC1	1.8	0.0	-13.7	-5.2
C/C(=N\NC(=O)Cc1cccc2ccccc12)c1ccc2c(c1)OCCO2	0.2	0.1	0.9	-24.2
O=C(CSc1nc2ccccc2c(=O)n1C1CCCC1)Nc1ccccc1Cl	2.2	-0.1	0.9	2.1

Next part.
SMILES	GPR151 activ	FBW7 act	TEAD-YAP block	MITF primary
C=CCn1c(=O)/c(=C2/SC(C)=C(C)N2CC)s/c1=C1/C(=O)N(C)C(=S)N1C	-0.4	-0.2	2.0	10.6
Cc1cccnc1C1(O)CCN(C(=O)c2ccccn2)CC1	2.0	-0.1	-4.0	5.4
COc1cc(OC)c2c(c1)OC(c1ccc(OC)c(OC)c1)C(O)C2=O (configuration not stated)	-0.7	0.2	3.5	9.0
C=CCN(c1nc(C)c(Br)c(OC)n1)S(=O)(=O)c1ccc(C)cc1	0.5	0.0	-6.4	0.0
CCc1nn2c(NCCO)c(C)c(C)nc2c1-c1ccc(F)cc1	-0.6	-0.1	0.8	2.2
COc1ccc(NS(=O)(=O)c2ccc(OC)c3ccccc23)cn1	-0.4	0.2	20.5	7.0
CCCCOC(=O)c1cccc(NC(=O)COc2cccc(C)c2C)c1	-0.3	1.1	-33.0	23.2
O=S1(=O)N=C(NNS(=O)(=O)c2ccccc2)c2ccccc21	4.3	0.1	1.3	11.4
O=C(CN1C(=O)CCC1=O)Nc1nc2ccc(Cl)cc2s1	0.9	-0.1	13.8	3.0
CCN1CCN(C(=S)SCc2cn3cccnc3n2)CC1	0.7	0.2	0.7	15.0
